# Shiga inhibitor – blocks Shiga toxin action in Vero cells | 9.2% of 290,000 active | inhibition, % at 38.7 µM | Vero cells, Shiga toxin protein synthesis inhibition reporter; in the data active = inhibition mostly above about 28%, no sharp cut-off; inactive = mostly below about 43%; also: 0% is about no effect
# Cycloheximide cs – affects cycloheximide protein synthesis inhibition readout, counter-screen; max response, %; 12% of 300,000 active; cell reporter, cycloheximide protein synthesis inhibition counterscreen; in the data active = max response mostly above about 13%, no sharp cut-off; inactive = mostly below about 14%; also: read at 38.3 µM for the half of the compounds with a filed dose; 0% is about no effect
# FBPA Giardia inh – Giardia lamblia aldolase inhibition; purified Giardia FBPA; AID 2451; 0.71% of 290,000 active; Potency, µM (highest dose often 59.6 µM), for inactives: at the highest dose activity, negative = inhibition, actives largely listed as inhibitors; also: potency is read from the fitted curve at half-maximal effect; % is scaled to controls: 0 for no effect and ±100 for the full control effect; nearly all actives have a fitted effect of over 55% in size
# Target sequence (A8B2U2 whole entry, looked up): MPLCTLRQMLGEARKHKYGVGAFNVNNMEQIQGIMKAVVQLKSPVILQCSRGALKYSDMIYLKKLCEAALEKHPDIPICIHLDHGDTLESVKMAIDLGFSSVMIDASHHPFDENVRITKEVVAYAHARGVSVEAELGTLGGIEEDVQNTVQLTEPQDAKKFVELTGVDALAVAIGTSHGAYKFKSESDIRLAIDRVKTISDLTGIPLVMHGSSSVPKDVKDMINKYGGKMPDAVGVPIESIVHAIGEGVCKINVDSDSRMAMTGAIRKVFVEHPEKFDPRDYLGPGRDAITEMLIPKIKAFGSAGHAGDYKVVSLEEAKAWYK
#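 40 nM FBPA preincubated 10 min at RT with compound (up to 57.5 uM final), then substrate plus GAPDH/TPI/NAD/arsenate coupling and diaphorase/resazurin added. Fluorescence read after 20 min at RT, 525/598 nm.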
# Pf growth 48h – inhibits P. falciparum growth in the first generation, 48 h | 5.9% of 310,000 active | P. falciparum luciferase growth in erythrocytes, 48 h | Potency, µM (highest dose often 28.7 µM), for the others: at the top dose activity change, negative = inhibition, usual class: inhibitors | AID 504832; also: potency is read from the fitted curve at half-maximal effect; % is scaled to controls: 0 for no effect and ±100 for the full control effect
#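 In quantitative HTS format, infected erythrocytes bearing luciferase-reporter parasites were treated for a single generation at 37 C. Luminescence after adding detection reagent served as the growth measure.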
# Pf growth 96h – inhibits malaria parasite growth, 96 h; AID 504834; Potency, µM (titrated, usually from 28.7 µM), for the others: top-dose activity change, negative = inhibition, usual class: inhibitors; 6.9% of 320,000 active; P. falciparum luciferase reporter growth, 96 h; also: potency is read from the fitted curve at half-maximal effect; % is scaled to controls: 0 for no effect and ±100 for the full control effect
#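 Compounds incubated with erythrocytes infected by luciferase-expressing P. falciparum (2% hematocrit, 0.05% parasitemia final) for 96 hours, 37 C in 5% CO2. Growth inhibition scored as decreased luciferase luminescence.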
# Sm TGR block – blocks Schistosoma mansoni thioredoxin glutathione reductase; Q962Y6; purified TGR, DTNB reduction, TNB absorbance 405 nm; Potency, µM (top dose mostly 114 µM), for the others: at the highest dose activity change, negative = inhibition, hits mostly inhibitors; 3% of 360,000 active; also: potency is read from the fitted curve at half-maximal effect; % is scaled to controls: 0 for no effect and ±100 for the full control effect; nearly all actives have a fitted effect of over 60% in size
#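 Kinetic colorimetric format: TGR-catalysed, NADPH-driven DTNB reduction monitored via TNB absorbance. Enzyme dispensed at 20 nM; compound exposure 15 min at room temperature before reaction start.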
# The depositor's hits bear a star; ? = inconclusive; · = not tested or not shown; & = joins results of further samples; [ ] = remark or other dose. Unless noted, calls follow the shape of the dose curve; as a rule, active = well fitted curve in the direction sought with a large enough effect; inconclusive = small, poorly fitted or top-dose-only effect, or another doubt; inactive = no such curve, though single readings can be large; an effect the other way counts as inactive or inconclusive.
SMILES,Shiga inhibitor,Cycloheximide cs,FBPA Giardia inh,Pf growth 48h,Pf growth 96h,Sm TGR block
CC(=O)c1cccc(NC(=O)/C(=C/c2ccco2)NC(=O)c2ccco2)c1,27.3*,2.0,·,2.0%,2.3%,1.3%
CN(C)c1ccc(P(=O)(COc2ccc([N+](=O)[O-])cc2)c2ccc(N(C)C)cc2)cc1,14.3,39.5,-6.8%,?,?,-0.5%
CC(C)N1CCC(n2nccc2NC(=O)c2ccc3c(c2)OCO3)CC1,1.6,-1.5,0.4%,26.5%,-2.0%,-0.5%
CC(C)(C#CCN1CCCCC1)OCCOC(c1ccccc1)c1ccccc1,16.6,6.2,-10.6%,0.0%,0.0%,3.1%
CC(OC(=O)CCCN=C1NS(=O)(=O)c2ccccc21)C(=O)N(C)c1ccccc1 (stereo not drawn),·,·,·,-12.1%,1.6%,-2.2%
CCOn1c(=O)c(-c2ccccc2)[n+]([O-])c2ccccc21,-1.8,-2.0,2.2%,·,5.4%,2.4%
COc1ccc2cc1Oc1ccc(cc1)CC1c3c(cc(OC)c4c3Oc3cc5c(cc3O4)CCNC5C2)CCN1C (stereo not drawn),-22.3,-6.2,-1.1%,0.522µM*,0.329µM*,9.7%
Cc1nc2c(C(=O)NCc3ccccc3)c[nH]n2c(=O)c1Cl,-20.0,-4.8,-0.6%,21.1%,·,-0.6%
FC(F)(F)c1cc(NC2CCCCC2)ccn1,-5.3,12.8,-0.8%,-17.7%,?,8.8%
COc1ccccc1CN1CC(C(=O)NCc2ncccc2C)CCC1=O (stereo not drawn),12.7,10.6,-1.2%,8.9%,-10.4%,0.0%
CCC(C)[C@H](NS(=O)(=O)c1ccc(C)cc1)C(=O)N1CCC(C(=O)N[C@H](C(=O)O)c2ccccc2)CC1 (stereo partly drawn),1.9,-0.4,-27.4%,2.9%,10.3%,2.6%
COc1cccc(CNC(=O)Cn2ccc3cc(S(=O)(=O)N4CCCCCC4)ccc32)c1OC,18.1,2.2,12.0%,?,?,-3.7%
CC(C)NC(=S)N1CCN(Cc2ccc3c(c2)OCO3)CC1,-2.2,-2.5,2.5%,-12.8%,2.2%,5.2%
Cc1cc(-c2ccc(C)c(S(=O)(=O)Nc3cc(C)on3)c2)on1,18.4,-0.9,·,9.8%,?,-12.9%
Cc1cccc(C)c1NC(=O)CCS(=O)(=O)c1cccc2nonc12,6.6,-4.7,-9.8%,0.0%,16.3%,-0.8%&-9.7%

# Limited to Sm TGR block and Pf growth 96h, for some of the entries so far:
molecule | Sm TGR block | Pf growth 96h
CCC(C)[C@H](NS(=O)(=O)c1ccc(C)cc1)C(=O)N1CCC(C(=O)N[C@H](C(=O)O)c2ccccc2)CC1 (stereo partly drawn) | 2.6% | 10.3%
COc1cccc(CNC(=O)Cn2ccc3cc(S(=O)(=O)N4CCCCCC4)ccc32)c1OC | -3.7% | ?
CN(C)c1ccc(P(=O)(COc2ccc([N+](=O)[O-])cc2)c2ccc(N(C)C)cc2)cc1 | -0.5% | ?
CC(C)N1CCC(n2nccc2NC(=O)c2ccc3c(c2)OCO3)CC1 | -0.5% | -2.0%
CC(OC(=O)CCCN=C1NS(=O)(=O)c2ccccc21)C(=O)N(C)c1ccccc1 (stereo not drawn) | -2.2% | 1.6%

# More results:
SMILES,Shiga inhibitor,Cycloheximide cs,FBPA Giardia inh,Pf growth 48h,Pf growth 96h,Sm TGR block
Cc1cc(=O)oc(C)c1C(=O)N1CCN(C)CC1,-17.8,-3.2,3.8%,-1.7%,0.8%,-10.6%
O=C(c1ccccc1)c1cnc[nH]1,19.9,12.6*,1.5%,15.6%,17.7%,0.2%
Cc1ccc2cc(CCNC(=O)C(C)(C)C)c(=O)[nH]c2c1,9.9,-0.6,-0.5%,7.0%,9.5%,1.0%
O=C(c1cc(Br)c[nH]1)N1CCCCC1,5.1,-2.3,4.6%,38.2%[activator],41.6%[activator],0.8%
CCOc1ccc(NC(=O)C2C3c4ccccc4C(c4ccccc43)C2C(=O)O)cc1 (stereo not drawn),13.0,1.4,18.3%,6.9%,?,7.4%
O=C(Nc1ccc(F)cc1)Oc1ccc[nH]c1=O,24.3*,16.0*,?,26.4%,42.7%[activator],?
O=C(c1ccc(F)cc1)c1c[nH]c(C(=O)NCc2cccnc2)c1,16.7,0.8,1.8%,7.4%,-17.6%,1.7%
CCOC(=O)N1CCC2(CC1)C(C(=O)C13CC4CC(CC(C4)C1)C3)C2(C#N)C#N (stereo not drawn),19.9,-1.0,-8.9%,?,·,1.3%
COc1cnc(-c2ccccn2)nc1Sc1ccccc1,36.5,6.2,-15.6%,13.1µM*,?,6.4%
O=C(NCCN1CCN(C(=O)c2c(F)cccc2F)CC1)C(=O)Nc1ccc(Cl)cc1,-3.8,0.8,-8.4%,4.7%,-1.4%,5.3%
CCOC(=O)c1ccsc1NC(=O)CCS(=O)(=O)c1ccccc1,17.9,6.5,-4.8%,?,?,-0.8%
CCn1c(C)cc2c(c1=O)C(c1ccncc1)C(C#N)=C(N)O2 (stereo not drawn),-6.7,-2.1,-4.5%,13.4%,5.7%,10.2%
Cc1ccc(C)c(NC(=O)C2C3CCCC2C3c2ccccc2)c1 (stereo not drawn),-3.3,-1.5,4.8%,-6.1%,11.7µM*,0.0%
CN(C)S(=O)(=O)c1ccc(N/C=C(\[N+](=O)[O-])S(=O)(=O)c2ccccc2)cc1,-2.3,-2.3,-3.4%,36.7%[activator],49.1%[activator],14.1µM*
CC(=O)c1ccc(OCCCN2CCCCC2)cc1,-3.9,7.4,?,·,19.0%,0.6%
Cc1ccc(C(=O)N/N=C\c2ccc(Br)o2)o1,30.2,16.4,1.8%,?,-14.9%,3.8%
Cc1cccc(NC(=O)Cn2nnc3sc4c(c3c2=O)CC(C)(C)OC4)c1,-3.4,7.9,0.5%,4.0%,-9.6%,12.0%
CC(=O)Nc1ccc(/C=N/Nc2nncc3ccccc23)cc1,83.3*,49.9*,9.5%,210.6%[activator],148.8%[activator],-12.1%
N#Cc1ccccc1NC(=O)COC(=O)CCc1ccc(S(=O)(=O)N2CCCCC2)cc1,17.7,7.8,-4.7%,?,109.3%[activator],0.0%
CCOC(=O)N1CCN(c2c(NCCCN(CC)Cc3ccccc3)c(=O)c2=O)CC1,-15.2,3.5,-5.0%,?,?,-0.1%
On1ccccc1=S,·,·,·,0.828µM*,0.586µM*,-30.7%
CCCCC(=O)Nc1c(-c2ccc(OC)c(OC)c2)c(=O)c2ccccc2n1C,-2.5,-0.9,-3.1%,·,1.3%,5.2%
O=C(NCCCCc1ccccc1)c1ccccc1F,18.8,16.6*,4.4%,22.9%,9.8%,-26.6%
NC(=O)c1c(NC(=O)c2ccc(F)cc2Cl)sc2c1CCC2,31.1*,24.8*,8.1%,6.2%,0.0%,-30.9%
Cc1cc(C)cc(NC(=O)Nc2ccccc2N2CCCCC2)c1,13.4,1.5,-1.4%,?,?,-8.7%
Cc1nn2c(COc3ccc(NC(=O)c4ccccc4Cl)cc3)nnc2c2ccccc12,21.5,10.5,0.6%,11.7µM*,4.15µM*,-13.8%
CCOC(=O)C1CCN(C(=O)COC(=O)c2oc3ccc(OC)cc3c2C)CC1,·,·,·,2.2%,0.3%,-0.6%
COc1ccc(NC(=O)c2c(C)noc2C(C)C)cc1S(=O)(=O)N1CCCCC1,·,·,·,?,?,-12.7%
O=C(NCCCc1ccccc1)c1cccs1,54.9*,33.7*,-0.2%,27.4%,39.4%[activator],-12.2%
Clc1ccc(C(c2ccccc2)c2ncc[nH]2)cc1 (stereo not drawn),17.0,10.0,0.0%,-7.1%,?,-2.3%
CCc1ccc(/C=C2/SC(=S)N(CC(=O)Nc3nc4ccccc4s3)C2=O)cc1,78.0*,21.7*,0.2%,51.5%[activator],201.4%[activator],2.7%
C=CCNc1oc(Cc2cccc3ccccc23)nc1C#N,-2.5,0.5,-5.3%,·,?,-0.1%
Cc1ccc2c(c1)C(=O)OC1(O)C3C4C=CC(C4)C3C(=O)N21 (stereo not drawn),16.4,11.0,0.6%,4.2%,14.7%,7.6%
Cc1c(Cl)cccc1NC(=S)N(Cc1cccs1)C1CCCC1,12.9,15.5*,-3.3%,-3.3%,?,13.1%
O=c1c2ccccc2ncn1-c1ccccc1F,1.8,-4.0,2.2%,-13.0%,-18.4%,20.1%
Cc1ccc(OCC(=O)N/N=C/c2cn(C)c3ccccc23)cc1,-10.0,-0.3,3.0%,8.3%,-5.6%,11.6%
O=C(N/N=C/c1ccco1)C(O)c1ccccc1 (stereo not drawn),-8.3,-1.5,1.3%,?,7.0%,-6.0%
COc1ccccc1OC(C)C(=O)NNC(=S)NC1CCCC1 (stereo not drawn),-6.1,-3.5,0.4%,-12.5%,?,-1.0%
CC(CCc1ccccc1)NC(=O)c1ccc(F)cc1 (stereo not drawn),-11.7,-2.2,2.2%,-17.9%,?,3.3%
CN1CCc2c(sc3nc(SCC(=O)N4CCCCC4)n(-c4ccccc4)c(=O)c23)C1,-2.9,8.6,·,11.7µM*,3.29µM*,-21.5%
CCCCCCNC(=O)CC(NS(=O)(=O)c1ccc(OC)cc1)C(C)C (stereo not drawn),10.6,-0.1,4.4%,-18.2%,0.2%,-7.5%
COc1ccc(-c2ccc(OC)c([C@H]3[C@H]4C=CC[C@@H](C)[C@@H]4C(=O)N3Cc3ccccc3)c2)cc1C,3.8,-6.5,-0.4%,-27.5%,-15.8%,-25.0%
O=C(Nc1nnc(Cc2ccccc2)s1)c1cccnc1,58.9*,-2.2,0.5%,40.4%[activator],160.5%[activator],0.0%
O=C(N/N=C/c1ccc(N2CCOCC2)o1)c1cccc([N+](=O)[O-])c1,13.2,0.8,?,10.5%,12.8%,11.2µM*
COCc1nnc(NC(=O)C2CC(=O)N(C3CCCCC3)C2)s1 (stereo not drawn),-2.1,9.5,-7.9%,24.7%,29.3%,1.1%

# Compound profiles, as listed above. Screens in order: Shiga inhibitor | Cycloheximide cs | FBPA Giardia inh | Pf growth 48h | Pf growth 96h | Sm TGR block
# Record of Cc1ccc(C(=O)N/N=C\c2ccc(Br)o2)o1 = 30.2 | 16.4 | 1.8% | ? | -14.9% | 3.8%
# Record of Cc1ccc2cc(CCNC(=O)C(C)(C)C)c(=O)[nH]c2c1 = 9.9 | -0.6 | -0.5% | 7.0% | 9.5% | 1.0%
# Record of CC(OC(=O)CCCN=C1NS(=O)(=O)c2ccccc21)C(=O)N(C)c1ccccc1 (stereo not drawn) = · | · | · | -12.1% | 1.6% | -2.2%

# Further structures.
SMILES,Shiga inhibitor,Cycloheximide cs,FBPA Giardia inh,Pf growth 48h,Pf growth 96h,Sm TGR block
Cc1ccc(NC(=O)CN2C(=O)S/C(=C/c3ccc(O)c([N+](=O)[O-])c3)C2=O)cc1C,13.3,-0.7,-22.3%,-8.5%,-20.1%,-20.1%
Cc1cccc2c1NC(=O)C21N2CCCC2C(C(=O)c2ccc3ccccc3c2)C12C(=O)Nc1ccccc12 (stereo not drawn),20.1,16.4*,-24.0%,?,?,-10.1%
O=C(Nc1ccc(F)cc1F)Nc1csc2ccccc12,117.2*,41.9*,-17.6%,4.65µM*,?,19.0%
CCOC(=O)CSc1nc2ccccc2c(=O)n1-c1ccc(C(=O)NCCOC)cc1,-11.3,8.4,0.1%,-17.6%,?,5.1%&-1.4%
CCN=C1SC(CC(=O)Nc2ccc(C)cc2)C(=O)N1CC (stereo not drawn),7.1,-3.7,3.4%,11.5%,60.5%[activator],-1.2%
CCOC(=O)C/C(C)=N\Nc1ccc([N+](=O)[O-])cc1[N+](=O)[O-],-11.5,1.6,2.8%,?,-20.0%,0.5%
CC(=O)c1ccc(N2CCN(C(=O)COc3ccccc3F)CC2)c(F)c1,1.1,-2.8,-0.6%,?,?,5.1%
CCN(CC)C(=O)c1[nH]cnc1C(=O)N[C@@H](C)C(=O)OCc1ccccc1,-12.9,10.8,-0.9%,51.1%[activator],20.6%,5.0%
COc1ccc(CN2CCN(C(=O)c3cccc4ccccc34)CC2)c(OC)c1OC,-6.1,-1.0,?,-6.0%,?,-6.3%

# Screening results as filed in PubChem BioAssay.
